GoLoco inh red = RGS12 GoLoco-Gai1 interaction inhibition | P63096 | Gai1:RGS12 GoLoco peptide FP, rhodamine, 10 min | Potency, µM (series often up to 61.6 µM), inactives show at the top dose activity, negative = inhibition, usual class: inhibitors | actives 0.44% (n = 230,000) | AID 880; active = well fitted inhibition curve with a large enough effect, not every such curve was filed as active; inactive = no such curve, though single readings can be large or run the other way; also: nearly all actives have a fitted effect of over 30% in size; many of its hits are not listed in these tables
Target sequence (P63096 whole entry, looked up): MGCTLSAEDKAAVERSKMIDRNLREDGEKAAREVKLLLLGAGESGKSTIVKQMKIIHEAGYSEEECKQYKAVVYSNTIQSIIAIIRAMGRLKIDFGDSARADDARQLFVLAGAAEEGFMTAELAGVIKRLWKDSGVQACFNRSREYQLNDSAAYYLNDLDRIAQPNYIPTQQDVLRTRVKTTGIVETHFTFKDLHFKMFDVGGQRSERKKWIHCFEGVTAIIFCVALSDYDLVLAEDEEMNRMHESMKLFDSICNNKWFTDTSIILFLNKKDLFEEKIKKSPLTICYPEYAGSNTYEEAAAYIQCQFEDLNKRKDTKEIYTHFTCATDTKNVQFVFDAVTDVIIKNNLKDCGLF
TexasRed fluor = Texas Red fluorescence interference in TRb-SRC2 counter-screen. TRb/SRC2 Texas Red total fluorescence interference. Potency, µM (titrated, usually from 106 µM), without a hit: at the top dose fluorescence change, negative = quenching. actives 0.29% (n = 280,000). AID 1479; active = well fitted curve in either direction with a large enough effect; inconclusive = small, poorly fitted or top-dose-only effect
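Human TRb ligand-binding domain at 0.6 uM with 20 nM Texas Red SRC2 peptide in Tris buffer containing 1 uM T3 and 5% DMSO, incubated with compound 5 h at ambient temperature. Total fluorescence (555/632 nm) calculated as parallel + 2 × perpendicular.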
TRb SRC2 PPI = TRbeta-SRC2 interaction inhibition; P10828; TRbeta-SRC2 peptide binding, fluorescence polarization; receptor liganded with 1 µM T3; Potency, µM (top dose mostly 106 µM), without a hit: top-dose activity change, negative = inhibition, usual class: inhibitors; actives 0.065% (n = 280,000);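 also: plate controls were bound peptide for no effect and peptide without receptor for full effect; nearly all actives have a fitted effect of over 50% in size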
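Quantitative HTS by FP: 0.6 uM TRb LBD, 20 nM labeled SRC2 20-mer, 1 uM T3, 5% DMSO; 5 hr ambient incubation; % activity per concentration and potencies from concentration series.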
Tau ThT inhib = blocks human tau fibril formation measured by thioflavin T; recombinant tau K18 P301L (four-repeat tau fragment), heparin-induced fibrillization, ThT fluorescence; Potency, µM (highest dose often 57.4 µM), inactives show at the top dose activity, negative = inhibition, actives largely listed as inhibitors; AID 1460; actives 2.1% (n = 270,000); P10636; also: nearly all actives have a fitted effect of over 55% in size
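K18 P301L tau (15 uM + 0.24 uM Alexa 594-tagged), heparin 20 uM, NaOAc pH 7, 6 h 37 C; ThT 30 uM, 1 h RT, ex 450/em 510 nm.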
L3MBTL1 inh = inhibitors of human L3MBTL1. Q9Y468. AlphaScreen L3MBTL1–H3K9me1 peptide binding. Potency, µM (titrated, usually from 57.1 µM), inactives show top-dose activity, negative = inhibition, actives largely listed as inhibitors. actives 0.66% (n = 230,000); also: nearly all actives have a fitted effect of over 60% in size
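AlphaScreen assay: L3MBTL1 (50 nM final) was preincubated 30 min at room temperature with biotinylated H3(1-15)K9me1 peptide (75 nM final), then 30 min with library compounds; streptavidin donor and nickel chelate acceptor beads (10 ug/mL final) added, 30 min dark.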
Tau fibril FP = blocks human tau fibril formation measured by polarization; P10636; K18 P301L tau heparin fibrillization, Alexa594 FP, 6 h; Potency, µM (titrated, usually from 57.7 µM), without a hit: at the highest dose activity, negative = inhibition, actives largely listed as inhibitors; actives 0.39% (n = 280,000); AID 1468; also: nearly all actives have a fitted effect of over 55% in size
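Steps: dispense K18 P301L tau (15 uM plus 0.24 uM Alexa 594 tracer, final) in pH 7 sodium acetate; add compound; add heparin (20 uM final); incubate 6 hr, 37 C; add ThT (30 uM final); after 1 hr ambient, read FP.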
RECQ1 helicase = inhibitors of human RECQ1 DNA helicase; RECQ1 DNA unwinding, red fluorescence kinetic read; Potency, µM (top dose mostly 57.3 µM), for the others: at the top dose activity, negative = inhibition, actives largely listed as inhibitors; P46063; actives 0.54% (n = 240,000);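 also: plate controls were vehicle for no effect and no enzyme for full effect; nearly all actives have a fitted effect of over 30% in size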
Target sequence (P46063 whole entry, looked up): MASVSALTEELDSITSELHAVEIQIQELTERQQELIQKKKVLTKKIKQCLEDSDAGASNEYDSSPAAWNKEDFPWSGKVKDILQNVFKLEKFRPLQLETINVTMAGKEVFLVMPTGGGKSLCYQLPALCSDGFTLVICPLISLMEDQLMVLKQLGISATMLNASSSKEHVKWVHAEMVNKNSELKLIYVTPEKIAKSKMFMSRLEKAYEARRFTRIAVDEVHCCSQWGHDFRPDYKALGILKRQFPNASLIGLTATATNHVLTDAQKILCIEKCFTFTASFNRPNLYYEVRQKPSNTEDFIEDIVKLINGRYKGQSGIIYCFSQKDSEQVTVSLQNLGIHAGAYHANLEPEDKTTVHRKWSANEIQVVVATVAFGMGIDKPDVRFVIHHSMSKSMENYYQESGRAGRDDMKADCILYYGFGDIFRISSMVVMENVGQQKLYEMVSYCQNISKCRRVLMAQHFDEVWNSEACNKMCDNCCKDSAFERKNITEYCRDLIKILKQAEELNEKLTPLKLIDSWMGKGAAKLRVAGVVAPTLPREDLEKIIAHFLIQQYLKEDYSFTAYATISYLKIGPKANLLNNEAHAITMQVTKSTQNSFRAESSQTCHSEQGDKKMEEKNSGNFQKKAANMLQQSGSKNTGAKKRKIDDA
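50 nM RECQ1T1 preincubated 15 min with compound in Tris pH 8.0 buffer with MgCl2, DTT, Tween-20 and 2.5 ug/ml poly(dI-dC); started with 200 nM TAMRA/BHQ-2 forked duplex and 2 mM ATP. Unwinding read as fluorescence (525/598 nm), two reads 2 h apart.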
KDM4E inh = blocks human JMJD2E demethylase activity; JMJD2E catalytic domain, FDH-coupled NADH fluorescence (FDH is formaldehyde dehydrogenase); B2RXH2; Potency, µM (series often up to 57.1 µM), inactives show at the top dose activity change, negative = inhibition, most hits filed as inhibitors; actives 1.6% (n = 230,000); active = well fitted inhibition curve with a large enough effect, not every such curve was filed as active; inconclusive = small, poorly fitted or top-dose-only effect, or another doubt; inactive = no such curve, though single readings can be large or run the other way;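 also: 0% = wells with enzyme and -100% = buffer wells without enzyme; nearly all actives have a fitted effect of over 50% in size; many of its hits are not listed in these tables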
Active calls of the source: *. Unless noted, calls follow the shape of the dose curve; as a rule, active = well fitted curve in the direction sought with a large enough effect; inconclusive = small, poorly fitted or top-dose-only effect, or another doubt; inactive = no such curve, though single readings can be large; an effect the other way counts as inactive or inconclusive. Unless noted, % is scaled to controls: 0 for no effect and ±100 for the full control effect; potency is read from the fitted curve at half-maximal effect. Some of the compounds tested; count on the stated rates, not on these rows.

Screening Cc1cc(NS(=O)(=O)c2ccc(NC(=O)c3ccco3)cc2)nc(C)n1 returned GoLoco inh red 1.9%, TexasRed fluor 2.0%, TRb SRC2 PPI 4.3%, Tau ThT inhib -6.9%, Tau fibril FP 0.0%, RECQ1 helicase -8.3% and KDM4E inh -0.8%.
O=C(Nc1ccc(Cl)c(Cl)c1)c1cccc(S(=O)(=O)NCc2cccnc2)c1 was read as GoLoco inh red 3.4%, TexasRed fluor -0.7%, TRb SRC2 PPI 0.4%, Tau ThT inhib 0.8%, L3MBTL1 inh 1.8%, Tau fibril FP inconclusive, RECQ1 helicase -5.6% and KDM4E inh -2.9%.
Cc1[nH]c2c(C)cccc2c1CC(=O)O was read as GoLoco inh red 1.1%, TexasRed fluor 1.9%, TRb SRC2 PPI 0.1%, Tau ThT inhib inconclusive, Tau fibril FP 1.4%, RECQ1 helicase inactive and KDM4E inh inconclusive.
For COc1ccc(CN(CC(=O)NCC2CCCO2)C(=O)CNS(=O)(=O)c2ccc(C)cc2)cc1 (stereo unspecified) the results were GoLoco inh red 1.3%, TexasRed fluor -1.0%, TRb SRC2 PPI -10.5%, Tau ThT inhib -2.1%, L3MBTL1 inh 6.4%, Tau fibril FP inconclusive, RECQ1 helicase -1.7% and KDM4E inh -9.7%.
Screening CCOc1ccccc1-c1nc(Cn2c(=O)cc(C)c3c(C)nn(-c4ccccc4)c32)c(C)o1 returned TexasRed fluor 5.0%, TRb SRC2 PPI 4.0%, Tau ThT inhib 2.2% and Tau fibril FP -1.6%.
`CCOc1ccccc1N(CC(=O)OC)S(C)(=O)=O` gave GoLoco inh red -10.2%, TexasRed fluor -5.9%, TRb SRC2 PPI 0.4%, Tau ThT inhib -0.4%, L3MBTL1 inh -3.4%, Tau fibril FP -2.6%, RECQ1 helicase -1.6% and KDM4E inh 4.4%.
Screening COc1ccc(CC(NC(C)=O)C(=O)N2CCN(C(=O)Nc3ccc(Cl)cc3)CC2)cc1OC (stereo unspecified) returned GoLoco inh red -0.9%, TexasRed fluor -0.6%, TRb SRC2 PPI 7.2%, Tau ThT inhib -6.2%, L3MBTL1 inh -4.2%, Tau fibril FP -2.4%, RECQ1 helicase -7.8% and KDM4E inh -0.2%.
`Cc1cccc(NNC(=O)c2c(F)cccc2Cl)c1` gave GoLoco inh red -1.0%, TexasRed fluor 0.2%, TRb SRC2 PPI -2.1%, Tau ThT inhib -11.3%, L3MBTL1 inh 3.6%, Tau fibril FP -2.3%, RECQ1 helicase inactive and KDM4E inh -6.8%.
`CCc1ccc(C(=O)NC2CCCCC2)s1` gave GoLoco inh red 0.9%, TexasRed fluor -4.6%, TRb SRC2 PPI 3.4%, Tau ThT inhib 7.1%, L3MBTL1 inh 8.2%, Tau fibril FP 1.3%, RECQ1 helicase inactive and KDM4E inh 7.8%.
For CCCc1cc(=O)oc2c(C)c(OCc3nn[nH]n3)ccc12 the results were GoLoco inh red 6.2%, TexasRed fluor -3.8%, TRb SRC2 PPI -2.6%, Tau ThT inhib -3.3%, L3MBTL1 inh 12.0%, Tau fibril FP 2.3%, RECQ1 helicase inactive and KDM4E inh inconclusive.
For O=C(N/N=C1\CCCc2ccccc21)c1ccc([N+](=O)[O-])cc1 the results were GoLoco inh red -14.5%, TexasRed fluor -3.2%, TRb SRC2 PPI -16.9%, Tau ThT inhib inconclusive, L3MBTL1 inh -0.6%, Tau fibril FP 12.4%, RECQ1 helicase -3.6% and KDM4E inh -6.0%.
Screening O=C(CC1SC2=NCCN2C1=O)Nc1ccccc1 (stereo unspecified) returned GoLoco inh red 6.9%, TexasRed fluor -6.1%, TRb SRC2 PPI -3.0%, Tau ThT inhib 3.1%, L3MBTL1 inh 12.8%, Tau fibril FP 8.0%, RECQ1 helicase -1.8% and KDM4E inh 5.6%.
Screening C/C(CC(=O)Nc1ccccc1Cl)=N\NC(=O)C(=O)NCCO returned GoLoco inh red -7.9%, TexasRed fluor 0.0%, TRb SRC2 PPI 3.9%, Tau ThT inhib inconclusive, Tau fibril FP 1.0%, RECQ1 helicase -6.5% and KDM4E inh 26.4%.
For Cc1cccc(NC(=O)/C(C#N)=C/c2cn(CC(=O)NCc3ccco3)c3ccccc23)c1C the results were GoLoco inh red 9.4%, TexasRed fluor -2.4%, TRb SRC2 PPI -1.8%, Tau ThT inhib -3.0%, L3MBTL1 inh 6.5%, Tau fibril FP 6.9%, RECQ1 helicase 1.7% and KDM4E inh inconclusive.
`Cc1ccc(NC(=O)COc2ccc(-c3nn(C)c(=O)c4ccccc34)cc2)c(C)c1` gave TexasRed fluor 3.0%, TRb SRC2 PPI 3.9%, Tau ThT inhib -8.8% and Tau fibril FP -0.7%.
Screening COc1cc(NC(=O)C2CCN(c3nc4ccccc4nc3C(F)(F)F)CC2)cc(OC)c1 returned TexasRed fluor 0.5%, TRb SRC2 PPI 9.0%, Tau ThT inhib -1.2% and Tau fibril FP inconclusive.
Screening CS(=O)(=O)N1CCCC(C(=O)NCc2ccco2)C1 (stereo unspecified) returned GoLoco inh red 10.6%, TexasRed fluor -1.5%, TRb SRC2 PPI -3.1%, Tau ThT inhib 2.9%, L3MBTL1 inh -0.1%, Tau fibril FP -2.4%, RECQ1 helicase -8.6% and KDM4E inh 0.2%.
For O=C1c2cccc3cccc(c23)C(=O)N1Cc1ccco1 the results were GoLoco inh red -3.4%, TexasRed fluor 0.7%, TRb SRC2 PPI 5.5%, Tau ThT inhib 10.4%, L3MBTL1 inh 6.4%, Tau fibril FP 2.5%, RECQ1 helicase 17.3% and KDM4E inh inconclusive.
`CC(C)NC(=O)N(O)C1N(Cc2ccc3c(c2)OCO3)C(=S)SC1(C)C` (stereo unspecified) gave GoLoco inh red -1.8%, TexasRed fluor -0.3%, TRb SRC2 PPI -15.8%, Tau ThT inhib -2.4%, L3MBTL1 inh -2.0%, Tau fibril FP 4.5%, RECQ1 helicase -2.1% and KDM4E inh 2.0%.
Cc1ccccc1S(=O)(=O)Cc1ccc(C(=O)N2CC(C)CC(C)C2)o1 (stereo unspecified) was read as GoLoco inh red -4.3%, TexasRed fluor -5.1%, TRb SRC2 PPI -2.1%, Tau ThT inhib 2.5%, Tau fibril FP 3.8%, RECQ1 helicase -13.8% and KDM4E inh -4.4%.
C(=C\c1ccccc1)/CSc1nnc(-c2ccccc2)n1Cc1ccco1 was read as GoLoco inh red 2.2%, TexasRed fluor 4.7%, TRb SRC2 PPI -18.6%, Tau ThT inhib inconclusive, L3MBTL1 inh -7.7%, Tau fibril FP 6.6%, RECQ1 helicase -8.9% and KDM4E inh 0.3%.
For COc1ccc(Cl)cc1NC(=O)C1CCN(c2ncnc3c2nc2n3CCCCC2)CC1 the results were TexasRed fluor 2.6%, TRb SRC2 PPI -5.7%, Tau ThT inhib -9.2% and Tau fibril FP 7.2%.
Screening N#CC(c1nc2ccccc2nc1N1CCOCC1)S(=O)(=O)c1ccccc1 (stereo unspecified) returned GoLoco inh red 1.9%, TexasRed fluor -2.4%, TRb SRC2 PPI 7.7%, Tau ThT inhib -17.8%, L3MBTL1 inh -11.5%, Tau fibril FP -3.1%, RECQ1 helicase inactive and KDM4E inh -3.3%.
For CN(C)S(=O)(=O)c1ccc(NC(=O)c2cc(F)c(F)cc2Cl)cc1 the results were GoLoco inh red 4.9%, TexasRed fluor -3.7%, TRb SRC2 PPI -0.9%, Tau ThT inhib -7.6%, L3MBTL1 inh 4.6%, Tau fibril FP 1.4%, RECQ1 helicase -8.0% and KDM4E inh -2.9%.
For CCN(CC)S(=O)(=O)c1ccc(-c2nnc(SC)o2)cc1 the results were GoLoco inh red -3.1%, TexasRed fluor 1.3%, TRb SRC2 PPI -10.8%, Tau ThT inhib -3.8%, Tau fibril FP -2.3%, RECQ1 helicase inactive and KDM4E inh -18.5%.
Screening C[C@H]1CC[C@H]2C(=O)N3[C@H](c4ccccc4Br)[C@@H](C)CC[C@H]3C(=O)N2[C@@H]1c1ccccc1Br returned GoLoco inh red 6.6%, TexasRed fluor -0.9%, TRb SRC2 PPI 0.8%, Tau ThT inhib -15.5%, L3MBTL1 inh -13.1%, Tau fibril FP -10.0%, RECQ1 helicase -7.6% and KDM4E inh 1.7%.
For CCOc1cc(C(=O)OCC(=O)Nc2cccc(C)c2)ccc1OCC(=O)N1CCOCC1 the results were GoLoco inh red -0.1%, TexasRed fluor -2.0%, TRb SRC2 PPI -2.2%, Tau ThT inhib 1.8%, L3MBTL1 inh 4.8%, Tau fibril FP -4.7%, RECQ1 helicase -1.9% and KDM4E inh 8.4%.
`O=C1CCCCC1C(=O)c1cn(-c2ccc(Cl)c(Cl)c2)nn1` (stereo unspecified) gave GoLoco inh red 7.1%, TexasRed fluor -0.7%, TRb SRC2 PPI -8.9%, Tau ThT inhib -6.1%, L3MBTL1 inh 4.1%, Tau fibril FP -7.8%, RECQ1 helicase -12.2% and KDM4E inh 0.2%.
`CC(=O)Nc1ccc(Cl)c(C(N)=O)c1` gave GoLoco inh red 12.2%, TexasRed fluor -2.1%, TRb SRC2 PPI -14.3%, Tau ThT inhib -0.2%, L3MBTL1 inh 4.0%, Tau fibril FP -10.6%, RECQ1 helicase 3.8% and KDM4E inh 0.1%.
CC(C)CNC(=O)c1cccc(NC(=O)c2ccc(NC(=O)c3ccco3)cc2)c1 was read as GoLoco inh red 23.2%, TexasRed fluor -1.3%, TRb SRC2 PPI 4.4%, Tau ThT inhib -9.0%, Tau fibril FP inconclusive, RECQ1 helicase -11.3% and KDM4E inh inconclusive.
Cc1cc(C(=O)COC(=O)c2nccnc2N)c(C)n1C was read as GoLoco inh red 9.9%, TexasRed fluor -4.0%, TRb SRC2 PPI -7.0%, Tau ThT inhib -11.2%, L3MBTL1 inh -12.3%, Tau fibril FP -4.9%, RECQ1 helicase 2.3% and KDM4E inh inconclusive.
For COc1cccc(-n2nnnc2SCC(=O)c2ccc(NC(C)=O)cc2)c1 the results were GoLoco inh red 6.5%, TexasRed fluor -7.0%, TRb SRC2 PPI -2.3%, Tau ThT inhib -6.0%, L3MBTL1 inh 1.6%, Tau fibril FP -10.6%, RECQ1 helicase inactive and KDM4E inh -1.4%.

High-throughput results deposited in PubChem by National Center for Advancing Translational Sciences (NCATS).
